# FLuc modulator: firefly luciferase modulation, counter-screen for miR-21 project; purified FLuc, Km substrates, luminescence inhibition; Potency, µM (top dose mostly 57.5 µM), without a hit: top-dose activity change, negative = inhibition, usual class: inhibitors; 6.9% of 360,000 active; P08659;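 further: potency means the concentration at half of the fitted maximal effect; plate controls were vehicle for no effect and reference inhibitor for full effect; nearly all actives have a fitted effect of over 55% in size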
# Target sequence (P08659 whole entry, looked up): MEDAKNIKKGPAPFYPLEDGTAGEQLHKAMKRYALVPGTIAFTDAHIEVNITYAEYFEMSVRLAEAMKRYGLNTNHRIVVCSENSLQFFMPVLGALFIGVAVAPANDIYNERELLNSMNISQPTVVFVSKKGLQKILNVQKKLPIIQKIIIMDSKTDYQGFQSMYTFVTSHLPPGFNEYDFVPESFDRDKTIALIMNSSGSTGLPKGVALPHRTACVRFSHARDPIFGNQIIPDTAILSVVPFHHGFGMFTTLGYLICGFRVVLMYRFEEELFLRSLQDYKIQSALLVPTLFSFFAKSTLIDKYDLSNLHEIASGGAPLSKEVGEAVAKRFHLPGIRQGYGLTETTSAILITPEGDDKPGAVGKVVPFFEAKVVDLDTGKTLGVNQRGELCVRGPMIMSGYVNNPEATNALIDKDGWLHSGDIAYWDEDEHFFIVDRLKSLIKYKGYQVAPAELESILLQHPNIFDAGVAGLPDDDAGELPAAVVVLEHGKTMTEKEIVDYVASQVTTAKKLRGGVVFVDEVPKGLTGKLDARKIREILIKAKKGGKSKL
#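 Biochemical qHTS of compounds, final roughly 60 µM downward over six points, against 10 nM purified firefly luciferase using Km concentrations of substrates (10 uM D-luciferin, 10 uM ATP) in Tris acetate pH 7.5 buffer; luminescence output.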
# ELG1 genotoxic: inducers of genotoxicity in HEK293T ELG1-luciferase cells; Potency, µM (highest dose often 46 µM), without a hit: at the highest dose activity change, positive = activation, actives largely listed as activators; 1.3% of 330,000 active; HEK293T ELG1-luciferase reporter, luminescence, 16 h; further: potency means the concentration at half of the fitted maximal effect; % of control where 0% means no effect; nearly all actives have a fitted effect of over 60% in size
#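 Luminescence read-out: rising ELG1-luciferase signal, reflecting elevated ELG1 protein under genetic stress, flags genotoxic compounds. Cells were treated for 16 hr at 37 °C before ONE-Glo detection.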
# Tb PFK block: T. brucei PFK enzyme inhibition; O15648; T. brucei PFK, ADP-Glo luminescence; Potency, µM (highest dose often 57.5 µM), for inactives: at the highest dose activity, negative = inhibition, actives largely listed as inhibitors; 0.17% of 330,000 active; AID 485367;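 further: potency means the concentration at half of the fitted maximal effect; 0% = uninhibited 1x PFK enzyme wells and -100% = no-enzyme wells; nearly all actives have a fitted effect of over 60% in size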
#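 PFK 1.25 nM, F6P 0.5 mM, ATP 0.1 mM, 0.1 M TEA pH 8.0, 5 mM MgCl2, 0.01% Tween20, 0.1% BSA; 45 min RT. ADP-Glo readout. qHTS titration up to 57 uM; curves fitted, compounds curve-classed.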
# KCNH2 3.1 inh: KCNH2 3.1 (human) potassium channel inhibition; activity change, % (tested at about 1.8 µM); U2OS KCNH2 3.1, thallium flux FluxOr; hits give low values; 0.95% of 340,000 active; AID 720553;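 active means maximum activity change below -70%; inconclusive means maximum activity change from -70% to -50%; inactive means maximum activity change above -50%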;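 further: thallium influx rate constant from kinetic fluorescence after stimulation buffer; on the % scale 0 is the no-effect control and ±100 the full control effect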
#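 Measured as rate of thallium-driven FluxOr signal in transduced U2OS cells carrying the 3.1 channel, read kinetically for 2 min upon stimulation; values are rate constants scaled to DMSO control wells.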
# VP16 counter: counter-screen for ROR gamma inhibitors: Gal4-VP16 reporter | Potency, µM (titrated, usually from 53.6 µM), inactives show at the top dose activity, negative = inhibition, hits mostly inhibitors | 3.5% of 310,000 active | Drosophila S2 Gal4-VP16 UAS-luciferase, luminescence, 20 h | AID 2546;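 further: Gal4-VP16 expression switched on by copper sulfate through the metallothionein promoter; potency means the concentration at half of the fitted maximal effect; on the % scale 0 is the no-effect control and ±100 the full control effect; nearly all actives have a fitted effect of over 50% in size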
# RORg inh: inhibitors of mouse ROR gamma transcriptional activity; P51450; Drosophila S2 Gal4-RORgamma UAS-luciferase reporter, 20 h; Potency, µM (highest dose often 53.6 µM), for the others: top-dose activity change, negative = inhibition, actives largely listed as inhibitors; 5.4% of 310,000 active; further: potency means the concentration at half of the fitted maximal effect; on the % scale 0 is the no-effect control and ±100 the full control effect; nearly all actives have a fitted effect of over 60% in size
# Target sequence (P51450 whole entry, looked up, the tested form may be a part): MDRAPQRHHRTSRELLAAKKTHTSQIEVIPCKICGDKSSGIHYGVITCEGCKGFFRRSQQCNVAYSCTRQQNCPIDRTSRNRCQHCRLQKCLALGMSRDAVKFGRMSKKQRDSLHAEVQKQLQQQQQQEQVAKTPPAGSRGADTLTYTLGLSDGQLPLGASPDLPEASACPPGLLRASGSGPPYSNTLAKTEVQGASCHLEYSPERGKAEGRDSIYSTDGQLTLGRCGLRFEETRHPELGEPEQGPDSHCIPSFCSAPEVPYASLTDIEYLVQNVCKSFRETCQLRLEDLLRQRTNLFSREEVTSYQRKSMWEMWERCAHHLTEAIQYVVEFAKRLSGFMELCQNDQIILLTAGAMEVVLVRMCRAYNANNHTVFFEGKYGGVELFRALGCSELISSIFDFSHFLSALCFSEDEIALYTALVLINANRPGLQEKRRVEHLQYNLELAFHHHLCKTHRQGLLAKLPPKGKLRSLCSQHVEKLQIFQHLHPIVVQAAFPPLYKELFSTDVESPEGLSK
#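 Schneider cells (Drosophila), stable Gal4 DBD–ROR gamma + UAS-luc; 1 hr cmpd preincubation; Cu2+ induction 700 uM final; 20 hr ambient; luminescence.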
# Rab9 prom act: Rab9 promoter activation; Huh7 Rab9 promoter-luciferase reporter, luminescence, 24 h; 2.8% of 320,000 active; AID 485297; Potency, µM (doses to about 9.22 µM), without a hit: at the top dose activation, negative = inhibition, actives largely listed as activators; further: potency means the concentration at half of the fitted maximal effect; % of control where 0% means no effect; nearly all actives have a fitted effect of over 60% in size
#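 Luminescence from Amplite-detected luciferase (10 minutes, ambient) reports Rab9 promoter activation. Before that, stable Rab9-luciferase Huh7 cells (1500/well, reduced-serum OP-MEM I plus 10% FBS) were exposed to compound for 24 hours at 37C.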
# NPC1 promoter act: activates the NPC1 promoter | Potency, µM (highest dose often 9.22 µM), without a hit: at the top dose activation, usual class: activators | Huh7 NPC1 promoter luciferase reporter, 24 h | 2.4% of 320,000 active;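 further: potency means the concentration at half of the fitted maximal effect; % of control where 0% means no effect; nearly all actives have a fitted effect of over 60% in size; reporter is driven by a mutant NPC1 promoter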
#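 Stable NPC1-promoter luciferase Huh7 line; cpd (DMSO) 24 h, 37 °C, 5% CO2; Amplite luciferase reagent 10 min RT; luminescence readout. qHTS format.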
# Giardia kill: kills Giardia lamblia; 0.15% of 340,000 active; Giardia lamblia trophozoite viability; activity change, % at 7.66 µM, hits read low; AID 540267; in the data active means activity change below about -80%; inconclusive means between about -30% and that limit;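 further: parasites exposed to compound for two days anaerobically before the ATP read; on the % scale 0 is the no-effect control and ±100 the full control effect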
#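 Media and compound were dispensed first, then trophozoites at 100 cells/well; plates sat 48 hrs at 37 deg C without oxygen before ATP luminescence reagent was added and read after 15-30 min at room temperature.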
# FBPA coupling cs: inhibits coupling enzyme system, counter-screen for aldolase hits; activity change, negative = inhibition, % at 58.2 µM, hits read low; AID 2472; 0.67% of 290,000 active; coupling enzyme system counterscreen, AmpLite Red fluorescence; in the data active means activity change below about -30%; further: on the % scale 0 is the no-effect control and ±100 the full control effect
#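 Counterscreen lacking aldolase: glyceraldehyde-3-phosphate coupling-enzyme reagent preincubated 10 min at RT with compound (at 57.5 uM final), then substrate/coupling system with AmpLite Red added; fluorescence read at 525/598 nm after 20 min RT.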
# uPA surface inh: inhibitors of cell surface uPA generation; cell surface uPA generation assay, qHTS; Potency, µM (titrated, usually from 38.3 µM), inactives show at the highest dose activity change, negative = inhibition, usual class: inhibitors; 0.31% of 330,000 active; active means well fitted inhibition curve with a large enough effect; inconclusive means small, poorly fitted or top-dose-only effect; inactive means no such curve, though single readings can be large or run the other way; tested in mouse RAW 264.7 cells; further: potency means the concentration at half of the fitted maximal effect; on the % scale 0 is the no-effect control and ±100 the full control effect; nearly all actives have a fitted effect of over 55% in size
# Numbers without * were called inactive; ? = inconclusive; · = not tested or not shown; [ ] = dose if it differs, or a comment. Unless noted, the call rests on the fitted dose curve; in most records, active means well fitted curve in the direction sought with a large enough effect; inconclusive means small, poorly fitted or top-dose-only effect, or another doubt; inactive means no such curve, though single readings can be large; an effect the other way counts as inactive or inconclusive. Rows are unselected; overall some 14% were active at least once.
SMILES,FLuc modulator,ELG1 genotoxic,Tb PFK block,KCNH2 3.1 inh,VP16 counter,RORg inh,Rab9 prom act,NPC1 promoter act,Giardia kill,FBPA coupling cs,uPA surface inh
CCC(=O)O/N=C(\N)c1ccc(Oc2cc(C)c(Cl)c(C)c2)c([N+](=O)[O-])c1,-4%,-6%,-1%,-3,-14%,35%,0%,0%,6,-2,-2%
CCN(Cc1cc(=O)n2cc(Cl)c(C)c(Cl)c2n1)Cc1nc2ccccc2c(=O)[nH]1,-4%,-9%,1%,25,?,13µM*,-1%,-7%,10,-3,6%
O=C(Nc1ccc(Cl)cc1)N(CCCN1CCOCC1)Cc1cccs1,-13%,-2%,-12%,-22,4%,18%,2%,4%,-27,4,-12%
O=C1N(Cc2ccc3c(c2)OCO3)c2ccccc2C1(O)c1c[nH]c2ccccc12 (stereo unspecified),3%,2%,6%,7,-4%,3%,2%,-3%,-1,-3,2%
O=C(NCCc1ccccc1)c1ccc(OCCOc2ccccc2)cc1,1%,11%,2%,-7,-8%,3%,0%,3%,-4,-2,·
CC(=O)N1CCN(c2ccccc2NC(=O)c2cc(Br)ccc2Cl)CC1,1%,-10%,0%,-19,8%,0%,-7%,1%,3,-1,-4%
CN(Cc1cccs1)C(=O)c1ccc(S(=O)(=O)N2CCCCC2)cc1,-2%,-4%,0%,2,-7%,29%,-3%,-2%,-17,-3,-7%
CC(C)NC(=O)c1sc2c(c1C(=O)Nc1cccnc1)CCCC2,0%,-4%,2%,-6,-5%,17%,-4%,-2%,29,2,1%
Cc1ccc(/C=N/NC(=O)c2nnn(-c3nonc3N)c2CSc2ccccc2)cc1,0%,-1%,-6%,6,-1%,-18%,1%,-2%,-5,5,1%
CC12CCC(C(=O)N3CCN(c4ccccc4)CC3)(CC1=O)C2(C)C (stereo unspecified),4%,15%,0%,3,-8%,-1%,1%,-2%,2,0,8%
O=C(OC1CCOC1=O)c1cncc(Br)c1 (stereo unspecified),-5%,2%,-1%,14,2%,-33%,1%,0%,-2,4,1%
Cc1c(-c2ccccc2)sc(Br)c1C(=O)N1CCOCC1,0%,-8%,2%,9,6%,3%,10%,2%,-3,2,-1%
COc1cc(NC(=O)C23CC4CC(C2)CC(n2cnc([N+](=O)[O-])n2)(C4)C3)cc(OC)c1,1%,-5%,3%,4,8%,13%,2%,-1%,-10,-6,-3%
CC(=O)N1CCc2cc(S(=O)(=O)CCC(=O)NCc3ccc4c(c3)OCO4)ccc21,3%,7%,-6%,-1,-5%,0%,1%,-1%,0,0,3%
O=[N+]([O-])c1ccc2c(c1)[nH]c(=S)n2-c1ccccc1,?,-3%,-2%,9,-7%,5µM*,-3%,-5%,5,-5,·
O=C(COC(=O)c1ccc(C(F)(F)F)cc1)NC(=O)NC1CCCC1,5%,-2%,5%,-8,·,·,0%,0%,-15,·,14%
Cc1ccc(C(=O)CNc2cccc([N+](=O)[O-])c2)cc1,?,?,-21%,-3,0%,-4%,?,14%,20,1,-2%
CC(=O)c1ccc(N2CCN(C(=O)CCCn3c(=O)[nH]c4ccccc4c3=O)CC2)cc1,-2%,-7%,1%,-21,-5%,13%,1%,-4%,7,1,-17%
CN(CC(N)=O)S(=O)(=O)c1ccc(F)cc1,-1%,0%,1%,2,2%,-10%,10%,-2%,9,4,·
O=C(CCc1nc(-c2ccccc2F)no1)NCc1ccco1,2%,12%,15%,5,19%,-5%,2%,-1%,10,2,-9%
Cc1ccccc1-c1ccc(Nc2ccc(N3CCOCC3)cc2)nn1,?,-2%,0%,-73*,-7%,33%,2%,7%,1,-12,·
CCOc1ccc2c(C)nc(NC3=NC(C)(C)C=C(C)N3)nc2c1,-2%,-3%,2%,-19,-11%,-26%,0%,-7%,9,-1,-2%
Cc1ccc(C2CC(=O)Nc3sc(C(N)=O)c(N)c32)cc1 (stereo unspecified),5%,·,·,13,6%,16%,·,·,-10,-1,·
CCS(=O)(=O)N1CCCC(c2nc(-c3cccc(OC)c3)no2)C1 (stereo unspecified),?,15µM*,0%,4,-9%,9%,?,29%,4,2,·
COc1ccc(-c2nc(SCC(=O)Nc3cc(C)on3)n[nH]2)cc1,21µM*,11%,-6%,15,-4%,35%,1%,0%,4,0,6%

# 6 compounds picked at random from those above, as already listed:
SMILES,FLuc modulator,ELG1 genotoxic,Tb PFK block,KCNH2 3.1 inh,VP16 counter,RORg inh,Rab9 prom act,NPC1 promoter act,Giardia kill,FBPA coupling cs,uPA surface inh
CC(=O)N1CCc2cc(S(=O)(=O)CCC(=O)NCc3ccc4c(c3)OCO4)ccc21,3%,7%,-6%,-1,-5%,0%,1%,-1%,0,0,3%
O=C(Nc1ccc(Cl)cc1)N(CCCN1CCOCC1)Cc1cccs1,-13%,-2%,-12%,-22,4%,18%,2%,4%,-27,4,-12%
CC(=O)c1ccc(N2CCN(C(=O)CCCn3c(=O)[nH]c4ccccc4c3=O)CC2)cc1,-2%,-7%,1%,-21,-5%,13%,1%,-4%,7,1,-17%
COc1cc(NC(=O)C23CC4CC(C2)CC(n2cnc([N+](=O)[O-])n2)(C4)C3)cc(OC)c1,1%,-5%,3%,4,8%,13%,2%,-1%,-10,-6,-3%
CN(CC(N)=O)S(=O)(=O)c1ccc(F)cc1,-1%,0%,1%,2,2%,-10%,10%,-2%,9,4,·
CCS(=O)(=O)N1CCCC(c2nc(-c3cccc(OC)c3)no2)C1 (stereo unspecified),?,15µM*,0%,4,-9%,9%,?,29%,4,2,·

# More records follow.
SMILES,FLuc modulator,ELG1 genotoxic,Tb PFK block,KCNH2 3.1 inh,VP16 counter,RORg inh,Rab9 prom act,NPC1 promoter act,Giardia kill,FBPA coupling cs,uPA surface inh
COc1ccc2c(c1OC)C(=O)c1ccccc1C2=O,?,5.2µM*,2%,·,?,37%,4µM*,2.8µM*,·,2,·
Cc1ccc(S(=O)(=O)N2CCC3(CC2)OCCO3)cc1,0%,-2%,3%,-15,8%,-13%,-3%,-1%,-8,0,-1%
COc1ccc(CN2CCN(CCc3ccccc3)C(CCO)C2)c(Cl)c1OC (stereo unspecified),-1%,-5%,1%,-4,2%,-7%,-5%,1%,-8,1,?
CCn1ccnc1CN1CCCC(CO)(Cc2cccc(OC)c2)C1 (stereo unspecified),1%,-7%,-2%,3,10%,-30%,-8%,-1%,-8,2,5%
COc1ccccc1S(=O)(=O)Cc1ccc(C(=O)N2CCN(c3ccccn3)CC2)o1,2%,-34%[inhibitor],1%,12,3%,91%,0%,3%,20,0,10%
CCOC(=O)CSc1nnc(Cn2nnc(-c3ccccc3)n2)n1C,4%[2.3 µM],1%,-6%,-2,-4%,-6%,-2%,-1%,-14,0,·
COc1cc(-c2nc(C)c(C(C)=O)n2O)ccc1OCC(=O)Nc1ccc(Cl)cc1,?,6%,1%,-6,-11%,29%,1%,-2%,-15,10,-21%
COc1ccccc1C1CC(=O)Oc2cc(C)cc(C)c21 (stereo unspecified),·,1%,1%,6,5%,0%,·,·,-27,0,-6%
Cc1cccc(C(=O)Oc2ccccc2C2C[C@]3(C)CC(=O)NC3N2C(=O)c2cccc(C)c2)c1 (stereo partly specified),1%,5%,-1%,0,-4%,-13%,-4%,1%,-1,2,-4%
Cc1ccc(NC2=C/C(=N/S(=O)(=O)c3cccs3)c3ccccc3C2=O)cc1,?,-13%,0%,6,6.3µM*,10µM*,?,?,-24,-42*,-13%
CCCNc1nc2c(c(=O)[nH]c(=O)n2C)n1Cc1cccc(Br)c1,3%,?,-2%,8,7%,-20%,-2%,2%,-11,0,-1%
CN1C(=O)c2ccc(N(C)C)cc2C1=O,-12%,3%,2%,-14,22%,6%,-6%,3%,2,2,-4%
Cc1csc(=O)n1CC(=O)OCc1nnc(-c2ccc([N+](=O)[O-])cc2)o1,-2%,3%,-1%,-20,·,·,6%,5%,-5,·,9%
C=CCSc1nnc(-c2c[nH]c3ccccc23)n1CC,?,-3%,2%,15,11%,?,4%,-2%,-5,6,1%
Cc1cc(Cn2nc(C(=O)NCc3cccc(C(F)(F)F)c3)cc2-c2ccccc2)on1,-2%,-5%,-15%,-83*,·,·,-5%,0%,-27,·,16%
O=C(Cc1ccccc1)NC1CCN(C(=O)c2ccc([N+](=O)[O-])cc2)CC1,3%,0%,1%,21,16%,30%,5%,0%,12,2,-1%
O=C(Nc1ccc(-c2cn3ccsc3n2)cc1)C1COc2ccccc2O1 (stereo unspecified),27µM*,-1%,-1%,-8,-9%,8%,3.2µM*,?,-22,-1,-1%
